# Compound activity deposited in PubChem by National Center for Advancing Translational Sciences (NCATS).
# AmpC inh detg: blocks E. coli AmpC beta-lactamase in detergent assay | P00811 | AmpC hydrolysis of nitrocefin, absorbance 480 nm, 0.01% Triton | Potency, µM (highest dose often 114 µM), without a hit: top-dose activity change, negative = inhibition, usual class: inhibitors | actives 0.041% (n = 370,000) | AID 485294;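 also: potency is read from the fitted curve at half-maximal effect; 0% = no-compound wells and -100% = no-enzyme wells; nearly all actives have a fitted effect of over 25% in size; some results filed as inactive show a strong effect at the top dose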
# Target sequence (P00811 whole entry, looked up): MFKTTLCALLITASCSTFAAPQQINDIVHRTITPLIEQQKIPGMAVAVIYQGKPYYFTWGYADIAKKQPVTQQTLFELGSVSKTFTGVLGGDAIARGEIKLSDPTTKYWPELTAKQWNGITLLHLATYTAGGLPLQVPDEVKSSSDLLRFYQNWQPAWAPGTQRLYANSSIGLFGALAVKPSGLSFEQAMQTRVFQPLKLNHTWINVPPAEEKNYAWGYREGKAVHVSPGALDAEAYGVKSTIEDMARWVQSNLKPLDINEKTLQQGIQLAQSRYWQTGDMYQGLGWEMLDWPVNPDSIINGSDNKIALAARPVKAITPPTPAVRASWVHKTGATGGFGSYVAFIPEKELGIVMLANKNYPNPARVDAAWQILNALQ
#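 20 mM phosphate pH 7.0 + 0.01% (detergent screen) or 0.0001% Triton X-100; 5.3 nM AmpC reagent; cpd preinc 15 min RT; nitrocefin (800 uM stock) to start; A480 q20 s × 4 min; Activity was normalised to no-enzyme and no-compound control wells.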
# AMA1 RON2 block: inhibitors of Plasmodium falciparum AMA1-RON2 interaction; AlphaScreen AMA1-biotinylated RON2 peptide binding; Potency, µM (series often up to 58.2 µM), for the others: top-dose activity change, negative = inhibition, hits mostly inhibitors; actives 0.2% (n = 360,000);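 also: potency is read from the fitted curve at half-maximal effect; 0% = vehicle wells and -100% = peptide control; nearly all actives have a fitted effect of over 45% in size; some results filed as inactive show a strong effect at the top dose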
#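 AMA1 (3D7) with his tag at 25 nM final met compounds first, then biotinylated RON2 peptide at 25 nM; detection used donor plus acceptor beads, 10 µg/mL apiece, read by AlphaScreen after 30 min at room temperature.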
# FBPA Giardia inh: inhibitors of Giardia lamblia fructose-1,6-bisphosphate aldolase. A8B2U2. purified Giardia FBPA. Potency, µM (titrated, usually from 59.6 µM), for the others: top-dose activity, negative = inhibition, usual class: inhibitors. actives 0.71% (n = 290,000). AID 2451; also: potency is read from the fitted curve at half-maximal effect; nearly all actives have a fitted effect of over 55% in size
# Target sequence (A8B2U2 whole entry, looked up): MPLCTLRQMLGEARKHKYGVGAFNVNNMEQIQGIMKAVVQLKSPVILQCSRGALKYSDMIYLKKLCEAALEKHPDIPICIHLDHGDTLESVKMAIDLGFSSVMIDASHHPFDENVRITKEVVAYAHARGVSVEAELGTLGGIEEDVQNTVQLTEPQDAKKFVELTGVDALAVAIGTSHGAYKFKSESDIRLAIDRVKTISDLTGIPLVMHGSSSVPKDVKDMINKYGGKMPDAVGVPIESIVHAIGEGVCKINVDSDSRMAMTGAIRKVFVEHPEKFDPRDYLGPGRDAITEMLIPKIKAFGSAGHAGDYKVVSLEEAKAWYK
#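 40 nM FBPA preincubated 10 min at RT with compound (up to 57.5 uM final), then substrate plus GAPDH/TPI/NAD/arsenate coupling and diaphorase/resazurin added. Fluorescence read after 20 min at RT, 525/598 nm.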
# HCMV inh: human cytomegalovirus inhibition | AID 1259415 | HFF cells, HCMV-luciferase reporter, 72 h; hits give low values | actives 4.5% (n = 410,000) | activity change, negative = inhibition, % at 57.5 µM; in the data active = activity change below about -60%; inconclusive = no clear call, values can overlap the other calls; inactive = above about -39%
#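 After 16 h attachment at 37C, HFF cells received test compound and HCMV-luciferase (1 PFU/cell); reporter luminescence read 72 h later, data normalized against buffer-only and known inhibitor Salinomycin.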
# Sm TGR block: blocks Schistosoma mansoni thioredoxin glutathione reductase | Q962Y6 | purified TGR, DTNB reduction, TNB absorbance 405 nm | Potency, µM (highest dose often 114 µM), without a hit: at the top dose activity change, negative = inhibition, hits mostly inhibitors | actives 3% (n = 360,000) | AID 485364; also: potency is read from the fitted curve at half-maximal effect; nearly all actives have a fitted effect of over 60% in size
#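 First, TGR (20 nM dispensed) and NADPH were mixed with compound. Second, a 15 min room-temperature incubation followed. Third, further NADPH and then DTNB were added to start the reaction. Finally, TNB absorbance was monitored kinetically.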
# AmpC no deterg: blocks E. coli AmpC beta-lactamase in detergent-free assay; P00811; AmpC nitrocefin hydrolysis, absorbance 480 nm, 0.0001% Triton; Potency, µM (titrated, usually from 57.1 µM), for inactives: at the highest dose activity change, negative = inhibition, usual class: inhibitors; actives 0.52% (n = 330,000); AID 485341;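 also: potency is read from the fitted curve at half-maximal effect; plate controls were no compound for no effect and no enzyme for full effect; nearly all actives have a fitted effect of over 20% in size; some results filed as inactive show a strong effect at the top dose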
#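 20 mM phosphate pH 7.0 + 0.01% (detergent screen) or 0.0001% Triton X-100; 5.3 nM AmpC reagent; cpd preinc 15 min RT; nitrocefin (800 uM stock) to start; A480 q20 s × 4 min; Activity was normalised to no-enzyme and no-compound control wells.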
# An asterisk follows results filed as active; ? = inconclusive; / = no result given; & = joins results of further samples; [ ] = dose if it differs, or a comment. Unless noted, calls follow the shape of the dose curve; as a rule, active = well fitted curve in the direction sought with a large enough effect; inconclusive = small, poorly fitted or top-dose-only effect, or another doubt; inactive = no such curve, though single readings can be large; an effect the other way counts as inactive or inconclusive. Unless noted, % is scaled to controls: 0 for no effect and ±100 for the full control effect.
SMILES,AmpC inh detg,AMA1 RON2 block,FBPA Giardia inh,HCMV inh,Sm TGR block,AmpC no deterg
CCOC(=O)C1=C(C)NC(C)=C(C(=O)OCC)C1C(=O)OCC(=O)N1CCC(C)CC1,2%,-13%&16%,7%,102&-7,2%,66%&29%[activator]
COc1ccc(NC(=O)CN(C)C(=O)CSCc2c(C)noc2C)cc1,0%,3%,/,-4,0%,-6%
CCCc1nc(SCC(=O)NC2CC2)c2c(C)c(C)sc2n1,4%,1%,/,55,0%,-14%
CCC(Sc1nnc(C)s1)C(=O)Nc1nccs1 (centres undefined),-8%,-7%,1%,14,1%,-8%
NC(=O)c1ccccc1-c1noc(-c2ccccc2F)n1,-1%,/,/,/,-1%,-6%
COc1ccccc1-c1c(C)oc2cc(OC(=O)c3ccco3)ccc2c1=O,-5%,14%,-16%,31,-11%,1%
COc1cccc(OCc2cc(C(=O)N3CCCC3c3ccccn3)no2)c1 (centres undefined),-3%,-5%,/,74,2%,61%[activator]
COc1ccccc1CNC(=O)C(=O)NCC1CCCN1S(=O)(=O)c1cccs1 (centres undefined),-13%,-7%,/,-6,-19%,-23%
COc1cccc(NC(=O)c2ccc(-n3cccn3)nc2)c1,-12%,-8%,4%,-6,-8%,-1%
CCNC(=O)C1CCCN(c2nn3cc(-c4ccc(C)cc4)nc3s2)C1 (centres undefined),5%,/,/,?,1%,/
COc1cc2c(cc1NC(=O)c1cccc(F)c1)CCCC2,-7%,2%,-5%,62,0%,-50%
CC(C)N(C(=O)[C@H]1C[C@H](CC(=O)NCCN2CCOCC2)C(=O)N2CCc3c([nH]c4ccc(Cl)cc34)[C@]12C)C(C)C,/,-2%,/,-5,/,261%[activator]
C#CCOCCOCCOCCNc1nc(N2CCN(C(=O)CCCCCCCCCCNC(=O)[C@H](CCCCN)n3cc(C[C@@H](C)CC)nn3)CC2)nc(N2CCN(C(=O)CCCCCCCCCCNC(=O)[C@@H]([C@H](C)O)n3cc(C)nn3)CC2)n1,1%,?,/,/,7%,298%[activator]
O=C(O)c1ccc(N2CCN(C(c3ccccc3)c3ccccc3)CC2)c([N+](=O)[O-])c1,?,-4%,1%,8,-8%,-24%
CCn1c(=O)c2ccccc2n(Cc2ccc([N+](=O)[O-])cc2)c1=O,-3%,-4%,10%,12,-8%,-9%
CC(Sc1nccn1C)C(=O)Nc1ccccc1 (centres undefined),-4%,-14%,-24%,22,0%,8%
CN(C)c1ccc(/C=C2\NC(=S)N(Cc3ccccc3)C2=O)cc1,-7%,1%,-8%,-36,0%,-45%
COc1ccc(C(=O)COC(=O)CCNS(=O)(=O)c2ccc(NC(C)=O)cc2)c(OC)c1,0%,-12%,/,-1,-1%,-12%
COc1ccc(C(=O)Nc2ccc3c(c2)OCCO3)cc1[N+](=O)[O-],0%,-7%,0%,-1,5%,-21%
O=C(CCc1ccc(S(=O)(=O)N2CCOCC2)cc1)Nc1ccc2c(c1)OCCO2,1%,-2%,-1%,-19,0%,-11%

# A few values from the list:
# AmpC inh detg with COc1cc2c(cc1NC(=O)c1cccc(F)c1)CCCC2 reads -7%
# AmpC no deterg with COc1ccc(C(=O)Nc2ccc3c(c2)OCCO3)cc1[N+](=O)[O-] reads -21%

# Next part:
SMILES,AmpC inh detg,AMA1 RON2 block,FBPA Giardia inh,HCMV inh,Sm TGR block,AmpC no deterg
C/C(=N/OCO/N=C(\C)c1ccccc1)c1ccccc1,-2%,12%,0%,-36,18%,-18%
O=C(CNC(=O)c1sc2ccccc2c1Cl)NCc1cccnc1,6%,-18%,/,/,-16%,-18%
CCOC(=O)C1(Cc2cccc(OC)c2)CCN(Cc2cccc(O)c2)CC1,4%,-11%,-7%,-30,1%,0%
COC(=O)c1ccc2c(c1)N(C)S(=O)(=O)c1cnc(SCC(=O)C(C)(C)C)nc1-2,5%,6%,2%,-10,5%,-17%
CCCCn1c(Cn2nc(C(=O)O)c3ccccc3c2=O)nc2cc(S(N)(=O)=O)ccc21,?,8%,-11%,11,3%,-49%
Cc1ccc(NC2=C(Cl)C(=O)OC2OC(=O)c2ccccc2C)cc1 (centres undefined),6.3µM*,-4%,-3%,-17,?,4µM*
CCOc1ncccc1C(=O)OCc1ccc(Cl)cc1,-7%,107%[activator],5%,-15,-10%,-15%
O=c1cnnc(Nc2ccccc2F)[nH]1,-4%,8%,4%,7,8%,-8%
Clc1ccccc1CNCc1ccncc1,-4%,-3%,-9%,29,-9%,-10%
N#CC1=C2SCCN2C(=O)C(C#N)C12CCCCC2 (centres undefined),-1%,-7%,-7%,-4,-4%,0%
Cc1ccc(-c2nn(-c3ccc(F)cc3)cc2C(=O)NCC(c2cccs2)N2CCOCC2)cc1 (centres undefined),?,-2%,/,?,-2%,1%
CCOc1ccccc1-n1c(O)c(C=Nc2ccc(N(CC)CC)cc2)c(=O)[nH]c1=O,-7%,-8%,-7%,-87*,-19%,6%
COc1ccc(NC(=O)c2ccc(C(=O)Nc3ccc(OC)cc3OC)cc2)c(OC)c1,-6%,-4%,0%,-23,0%,-11%
CCOC(=O)c1ccc(NCc2ccc3c(c2)OCO3)cc1,-4%,11%,1%,41,21%,-27%
O=C(NCCN1CCOCC1)C(=O)NCc1ccc2c(c1)OCO2,-1%,1%,4%,3,2%[57.1 µM],3%
Cc1cc(C)c(S(=O)(=O)NCCc2cc3ccc(C)c(C)c3[nH]c2=O)c(C)c1,-8%&10%,12%,-1%,-11&-23,-8%&3%,-23%
O=C(CSc1nc(O)cc(=O)n1-c1ccccc1)Nc1nc2ccccc2s1,-2%,-18%,10%,-24,-19%,-59%
CC(C)C(NC(=O)c1c(F)cccc1F)C(=O)NCC(c1ccccc1)N(C)C (centres undefined),13%,-2%,1%,-20,0%,-22%
CSc1ccc(S(=O)(=O)Nc2ccc(N3CCOCC3)c(Cl)c2)cc1,2%,-10%,0%,-10,-2%,-44%
COc1ccc(NC(=O)CCOc2ccc(C)cc2)cc1S(=O)(=O)N1CCCCC1,5%,6%,/,0,-2%,18%
Cc1cc(C)c(S(=O)(=O)n2c([N+](=O)[O-])cnc2C)c(C)c1,-18%,14%,7%,18,-1%,-26%
Cc1c(C(=O)/C=C/N(C)C)nnn1-c1ccc(Cl)cc1Cl,0%,17%,4%,11,-8%,-24%
O=c1c(N2CCc3ccccc3C2)csc2ccc(Br)cc12,12%,/,/,26,-1%,/
CCOC(=O)Cc1csc(NC(=S)NC(=O)CC(C)C)n1,0%,27%,?,-27,-5%,-34%
Cc1nn(-c2ccc(F)cc2)c(C)c1CN1CCN(CCc2ccccc2)C(CCO)C1 (centres undefined),7%,-1%,6%,-25,-7%,39%
C=C1CC(C(=O)N/N=C/c2ccc(O)cc2)C1,-6%,14%,-3%,-9,1%,-4%
COc1ccc(N(C(=O)Nc2ccc(Cl)cc2)C2=NCCC2)cc1,9%,3%,-8%,-12,7%,-23%
CCOC(=O)C1=C(C)Nc2ccccc2N=C1NC(=O)c1cc(C)on1,-1%,48%[activator],/,-16,-21%,-10%
COc1ccc(/C=N/Nc2ccc(C(=O)O)cc2)cc1OC,4%,1%,1%,19,-6%,-24%
CCCN(CCC)S(=O)(=O)c1ccc(C(=O)NNC(=O)c2cc(OC)c(OC)c(OC)c2)cc1,-4%,45%[activator],7%,-7,1%,7%

# Structures from the list above that have a COOH group, in the order listed:
SMILES,AmpC inh detg,AMA1 RON2 block,FBPA Giardia inh,HCMV inh,Sm TGR block,AmpC no deterg
O=C(O)c1ccc(N2CCN(C(c3ccccc3)c3ccccc3)CC2)c([N+](=O)[O-])c1,?,-4%,1%,8,-8%,-24%
CCCCn1c(Cn2nc(C(=O)O)c3ccccc3c2=O)nc2cc(S(N)(=O)=O)ccc21,?,8%,-11%,11,3%,-49%
COc1ccc(/C=N/Nc2ccc(C(=O)O)cc2)cc1OC,4%,1%,1%,19,-6%,-24%

# Next section
SMILES,AmpC inh detg,AMA1 RON2 block,FBPA Giardia inh,HCMV inh,Sm TGR block,AmpC no deterg
CC(=O)OCC1(C)CN(c2ccccc2)NC1=O (centres undefined),0%,-10%,?,-62*,7.9µM*,40%
O=C(Nc1ccccc1F)c1ccc2nc(N3C(=O)CCC3=O)sc2c1,-4%,0%,-3%,19,10%,-15%
O=C(CC1Nc2ccccc2NC1=O)NC1CCCCC1 (centres undefined),-14%,7%,5%,-28,1%,-17%
CN(C)/C=C1/Sc2ccccc2C1=O,?,-16%,-3%,11,7%,-20%
Cc1cc(C)c(NC(=O)CS(=O)CC(=O)N2CCN(c3ccc(F)cc3)CC2)c(C)c1 (centres undefined),-9%,-9%,13%,-24,2%,55%
O=C(O)C1C2CCC(O2)C1C(=O)NCc1ccc(Cl)cc1 (centres undefined),-4%,0%,-1%,3,18%,-14%
CCOC(=O)Cn1c(=O)oc2cc(S(=O)(=O)N3CCN(c4ccc(F)cc4)CC3)ccc21,-5%,/,/,-14,1%,/
O=C(NCC1(c2ccccc2)CCCC1)c1ccc(Br)o1,-2%,-20%,-1%,-37,-10%,-12%
CCn1nc(NC(=O)c2ccco2)c2cc3cc(C)ccc3nc21,-3%,26%,-2%,4,-35%,54%
O=C(NCCC1=CCCCC1)C1CCN(c2nnc(-n3cccc3)s2)CC1,-6%,-3%,2%,4,-5%,14%
CCC1=NN2C(=N)/C(=C\c3cccn3-c3c(C)cccc3C)C(=O)N=C2S1,?,55%[activator],16%,-35,10%,-37%
NC(=O)CCn1nc(-c2ccc(Cl)cc2)c2ccccc2c1=O,2%,-7%,-1%,-39,-20%,3%
CC(=O)c1cccc(NC(=O)N2CCCC2C(=O)NCc2ccccc2)c1 (centres undefined),7%,1%,2%,28,2%,-18%
Cc1ccc(C)c(N2CCN(C(=O)CCc3nnc4n(CC(C)C)c(=O)c5ccccc5n34)CC2)c1,24%,/,/,73,10%,/
CC(C)(C)c1ccc(C(=O)c2c[nH]c(C(=O)O)c2)cc1,-8%,0%,?,25,-9%,-9%
N#C/C(=C\c1ccc(-c2cccc(Cl)c2)o1)C(=O)Nc1cccc(C(F)(F)F)c1,1%,/,/,2,-14%,/
CCOc1ccc2nc(Nc3nc(CSc4nnnn4-c4ccccc4)cc(=O)[nH]3)nc(C)c2c1,3%,8%,4%,-28,15%,-17%
CCOCCCNC(=O)C(NC(=O)Cc1c[nH]c2ccccc12)c1ccc(OC)cc1 (centres undefined),0%,-18%,7%,43,0%,26%
CC(C)C(NC(=O)C1CCC(C(C)(C)C)CC1)C(=O)NCc1cccnc1 (centres undefined),-2%,-14%,-1%,-28,-5%,33%
CCCCOC(=O)c1ccc(Nc2ncnc3[nH]ncc23)cc1,-9%,/,/,-11,-3%,/
Cc1cc(C)nc(SCC(CSc2nc(C)cc(C)n2)C(=O)O)n1,4%,-3%,2%,-13,0%,-7%
CCOC(=O)C(=O)N/N=C/c1cccc(Br)c1,3%,28%,-5%,14,-3%,-4%
